NR2E3 ag-1: NR2E3 (human) agonism; 320,000 compounds, 0.12% hits; Q9Y5X4; inhibition of corepressor binding, % at 4.78 µM; GST-NR2E3/biotin-RetCOR TR-FRET, 1536-well; AID 2300;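 active means percent inhibition above the cutoff of mean plus 3 SD of all tested compounds, set per screening campaign, cut at about 20% in these data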;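 further: 0% = DMSO wells and 100% = biotin wells as full block of FRET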
Target sequence (Q9Y5X4 whole entry, looked up): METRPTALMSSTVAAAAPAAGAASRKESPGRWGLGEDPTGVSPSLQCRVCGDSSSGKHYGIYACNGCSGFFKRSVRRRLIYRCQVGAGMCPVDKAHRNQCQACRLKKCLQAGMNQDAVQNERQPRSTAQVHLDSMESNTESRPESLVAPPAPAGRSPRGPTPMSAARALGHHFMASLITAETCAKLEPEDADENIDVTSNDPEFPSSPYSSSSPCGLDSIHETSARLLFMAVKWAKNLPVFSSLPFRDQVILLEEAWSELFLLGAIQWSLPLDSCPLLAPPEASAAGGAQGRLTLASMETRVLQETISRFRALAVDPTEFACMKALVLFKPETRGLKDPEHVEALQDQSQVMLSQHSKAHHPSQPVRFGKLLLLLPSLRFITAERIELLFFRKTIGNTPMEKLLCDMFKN
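Test system: GST-NR2E3 and biotin-RetCOR proteins | Quantity: 1.35 nM GST-tagged NR2E3 final | Medium: Tris pH 7.5 | Also added: 7 nM biotin-RetCOR | Dosing: Compound at 4.8 µM, single dose | Timing: 5 h at 4 °C | Detection: Time-resolved FRET | Read-out basis: Percent inhibition | Benchmarks: Biotin wells as high control, 0.6% DMSO wells as low control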
CF NFkB inh: cystic fibrosis NF-kB activation inhibition | KKLEB NF-kB-GFP reporter, PAF-induced, GFP fluorescence overnight | inhibition, % at 5 µM | 360,000 compounds, 0.86% hits;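 active means at least 50% inhibition at 5 µM, scaled per plate between neutral and stimulator controls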;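 further: PAF is a Pseudomonas aeruginosa culture filtrate used as stimulus; plate controls were PAF-stimulated DMSO wells for no effect and unstimulated DMSO wells for full effect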
hiPSC survival: hiPSC single-cell survival enhancement | ATPlite luminescence; 100% = ROCK inhibitor wells, 0% = DMSO | survival enhancement, % at 20 µM | 360,000 compounds, 0.044% hits | AID 602274; in the data active means survival enhancement above about 18%;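 further: cells exposed to compounds for 16 hours before the ATP read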
NR2E3 ag-2: human photoreceptor-specific nuclear receptor agonism. CHO-S Gal4-NCOR/VP16-NR2E3 two-hybrid, luciferase. inhibition of corepressor binding, % at 3.98 µM. 360,000 compounds, 0.35% hits. AID 602229;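 active means inhibition above the mean of all tested compounds plus 3 SD, cut at about 70% in these data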;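 further: 0% = DMSO with NR2E3 transfected cells and 100% = cells lacking NR2E3 construct; higher means lower luciferase signal from less NR2E3 corepressor binding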
HIF-2a inh: blocks HIF-2a reporter activity; 360,000 compounds, 0.72% hits; AID 624352; 786-0 RCC cells HIF-2a reporter, luciferase luminescence, overnight; inhibition, % at 18.8 µM;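 active means inhibition of the luminescence signal of 40% or more relative to plate controls, in a single-dose primary screen at 18.75 µM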
Shn3 3UTR inh: Schnurri-3 reporter inhibition in Clone20 osteoblasts | Clone20 osteoblast Shn3 3'UTR firefly luciferase, 24 h | AID 588674 | 360,000 compounds, 0.52% hits | inhibition, % at 12.5 µM;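 active means mean inhibition of at least 75% with every replicate also reaching 75%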;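 further: 0% = median of neutral control wells and 100% = pilot-screen positive control compound; some compounds past the cut are filed as inactive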
TRPM1 prom inh: reduces MITF-dependent TRPM1 promoter luciferase signal; inhibition, % at 12.5 µM; 330,000 compounds, 0.83% hits; SK-MEL-5 TRPM1 promoter luciferase, 24 h;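 active means mean inhibition across replicates of 60% or more, whatever share of single replicates reaches that level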; further: values of inactives mirror those of a sister screen read the other way
TWEAK Fn14 block: TWEAK-Fn14 signaling inhibition; TWEAK-stimulated Fn14 reporter cells, luciferase luminescence, 8 h; inhibition, % at 10 µM; 360,000 compounds, 2% hits; AID 1159606; in the data active means inhibition above about 50%
Peg3 prom inh: reduces Peg3 promoter-driven luciferase expression in HeLa. HeLa PEG-Prom luciferase reporter, luminescence, overnight. inhibition, % at 20 µM. 360,000 compounds, 1.7% hits;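 active means inhibition of at least 50% at 20 µM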
aDG glyco up: increases alpha dystroglycan glycosylation; Pro5-aDG cells, alpha-DG glycosylation AlphaScreen (IIH6); 0% Pro5, 100% B10-LARGE cell signal; activation, % at 10 µM; 360,000 compounds, 0.22% hits; AID 624168;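 active means activation of at least 8% versus controls, or a plate z-score of at least 8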;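 further: Pro5 are CHO cells carrying HIG-tagged alpha-DG that lacks glycosylation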
KKLEB tox: CF airway cell cytotoxicity counter-screen. activity change (cytotoxicity), % at 5 µM. AID 602141. KKLEB CF airway cells viability, ATPlite luminescence, overnight; active compounds read low; cells stimulated with P. aeruginosa culture filtrate. 360,000 compounds, 0.36% hits;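 active means corrected activity change at or below -50% at 5 µM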
* hit, by the source's call; nt = no result given. Rows are unselected (roughly 4.4% active in at least one column).

SMILES	NR2E3 ag-1	CF NFkB inh	hiPSC survival	NR2E3 ag-2	HIF-2a inh	Shn3 3UTR inh	TRPM1 prom inh	TWEAK Fn14 block	Peg3 prom inh	aDG glyco up	KKLEB tox
CCN(CC(=O)Nc1ccc(OC)cc1)C(=O)c1ccc2c(=O)n3c(nc2c1)CCC3	-1	-18	1.1	-8	12	-11	4	7	-4	-0.1	7
Cn1cnnc1SCC(=O)Nc1ccc(F)cc1	-4	-1	-0.6	1	0	-6	-7	20	-1	0.0	9
CN(C)Cc1c(O)ccc2c3c(c(=O)oc12)CCCCC3	5	-6	1.6	-7	11	4	2	-19	10	-0.4	-5
Cc1ccccc1NC(=O)C1C2CCCCC21 (stereo not drawn)	3	-17	-0.8	-7	-30	12	-6	-10	-16	-0.1	-7
CCOC(=O)c1nn(-c2ccc(Cl)cc2)c2nnc(Cc3ccc(C)cc3)c(=O)n12	1	8	0.1	8	16	23	-8	1	9	-0.4	-1
CNC(=S)N=Nc1c(O)[nH]c2ccccc12	-7	-25	0.1	-12	-28	-49	-2	-5	-18	-0.2	14
CCC(C)NC(=O)Nc1ccc2c(c1)N(C)C(=O)c1ccccc1S2 (stereo not drawn)	-2	20	-2.9	24	4	-13	5	-1	29	0.1	-4
CCOC(=O)CCCCC(=O)c1[nH]c(=O)[nH]c1CSc1nc(C)cc(C)n1	-33	2	1.7	-13	15	-41	8	9	2	0.2	3
COc1ccc2[nH]c(C)c(CCNC(=S)Nc3ccccc3OC)c2c1	4	24	-3.8	0	17	21	-2	5	1	0.0	-4
COc1ccc(-c2nnc(SCC(=O)N(C)C3CCS(=O)(=O)C3)n2CC(C)C)cc1 (stereo not drawn)	nt	-13	8.8	-11	10	-5	nt	21	-1	0.1	-9
CC(=O)Nc1ccc(C=NNC(=O)CCCC(=O)NN=Cc2ccc(NC(C)=O)cc2)cc1	nt	0	-0.3	-9	17	-14	-5	19	-3	-0.1	12
COc1cc2c(cc1OC)C(C(=O)N1CCN(c3ccccn3)CC1)C(c1cccs1)N(C)C2=O (stereo not drawn)	-1	6	-0.1	6	9	-4	-11	-9	11	1.0	0
COc1ccccc1-c1nnc(SCC(=O)NCc2c(C)c(Cl)cc(C(C)C)c2O)o1	2	2	0.4	-10	-9	11	6	26	26	0.1	11
N/C(Cc1ccc([N+](=O)[O-])cc1)=N\OC(=O)c1ccccc1Br	3	-29	2.0	-34	-42	-22	-1	-25	1	0.2	8
O=C(CCC1CCCCC1)NCc1cccnc1	1	-28	-0.1	-16	-8	37	1	0	-1	0.0	18
CNc1cc([N+](=O)[O-])ccc1OCc1ccccc1	-1	0	0.7	-2	-139	-54	-21	7	-154	0.0	-4
Cc1[nH]ncc1N=Cc1ccc([N+](=O)[O-])cc1	4	-8	-1.9	-18	19	11	4	-2	2	-0.2	-2
COc1ccc(CN(C(=O)c2cccs2)c2ccccc2)cc1	-2	3	0.5	-8	14	-4	2	22	1	-0.2	-2
Cc1cc2ncn(C(=O)c3ccc(F)cc3)c2cc1C	3	-16	0.0	-18	7	5	-1	11	1	-0.2	9
COc1cc(-c2cc(NC=O)c3ncc(-c4ccccc4)n3c2)cc(OC)c1OC	nt	3	2.0	-19	-66	-4	nt	25	51*	-0.3	-14
CCN1CCN(c2ccc(S(=O)(=O)N3CCCCC3)cc2NC(=O)Cc2ccccc2F)CC1	2	25	-0.4	-12	7	4	-9	5	1	-0.3	2
O=C(C1=C[C@@H](c2coc3ccccc3c2=O)C[C@@H](OCCCCO)O1)N1CCOCC1	3	0	0.7	-39	8	-10	-7	-4	2	0.0	6
CCOC(=O)c1ccc(S(=O)(=O)Nc2ccc(N3CCOCC3)cc2)cc1	-2	-7	-0.5	25	7	-19	1	15	4	-0.1	-1
COc1ccc(Cc2nc3ccc(C(=O)N4C[C@@H](C)O[C@@H](C)C4)cc3o2)cc1OC	2	-18	-0.1	-82	-249	-17	-68	-10	-232	0.3	0

Of the compounds above, these contain a thiophene ring, fused or not.
SMILES	NR2E3 ag-1	CF NFkB inh	hiPSC survival	NR2E3 ag-2	HIF-2a inh	Shn3 3UTR inh	TRPM1 prom inh	TWEAK Fn14 block	Peg3 prom inh	aDG glyco up	KKLEB tox
COc1cc2c(cc1OC)C(C(=O)N1CCN(c3ccccn3)CC1)C(c1cccs1)N(C)C2=O (stereo not drawn)	-1	6	-0.1	6	9	-4	-11	-9	11	1.0	0
COc1ccc(CN(C(=O)c2cccs2)c2ccccc2)cc1	-2	3	0.5	-8	14	-4	2	22	1	-0.2	-2

Arranged by number of heavy atoms (ascending): part of the list above.
SMILES	NR2E3 ag-1	CF NFkB inh	hiPSC survival	NR2E3 ag-2	HIF-2a inh	Shn3 3UTR inh	TRPM1 prom inh	TWEAK Fn14 block	Peg3 prom inh	aDG glyco up	KKLEB tox
O=C(CCC1CCCCC1)NCc1cccnc1	1	-28	-0.1	-16	-8	37	1	0	-1	0.0	18
N/C(Cc1ccc([N+](=O)[O-])cc1)=N\OC(=O)c1ccccc1Br	3	-29	2.0	-34	-42	-22	-1	-25	1	0.2	8
CCOC(=O)c1ccc(S(=O)(=O)Nc2ccc(N3CCOCC3)cc2)cc1	-2	-7	-0.5	25	7	-19	1	15	4	-0.1	-1
CCN(CC(=O)Nc1ccc(OC)cc1)C(=O)c1ccc2c(=O)n3c(nc2c1)CCC3	-1	-18	1.1	-8	12	-11	4	7	-4	-0.1	7

Next section:
SMILES	NR2E3 ag-1	CF NFkB inh	hiPSC survival	NR2E3 ag-2	HIF-2a inh	Shn3 3UTR inh	TRPM1 prom inh	TWEAK Fn14 block	Peg3 prom inh	aDG glyco up	KKLEB tox
Cc1occc1C(=O)N/N=C/c1ccc(Br)s1	1	-14	-0.4	-153	-287	-73	-43	-36	-267	-0.1	-2
O=C(O)c1ccsc1Cc1cccs1	nt	6	-3.4	-59	-11	-15	nt	0	6	0.0	-2
CC1(C)CC(=O)c2cc3c(N)c(C(=O)NCc4ccccc4)sc3nc2C1	-2	-2	-3.5	-7	7	9	-2	12	7	0.0	3
COc1ccc(NC(=O)CSc2nnc(-c3cccs3)n2-c2ccccc2)cc1	-193	13	-0.1	-7	9	-31	0	54*	15	1.8	-3
CC(C)(C)OC(=O)N1CCN(C(=O)c2[nH]cnc2C(=O)N[C@@H](Cc2ccccc2)C(=O)OCc2ccccc2)CC1	0	-2	0.5	-24	5	10	10	-23	17	0.0	-2
COc1ccc2c(c1)[nH]c1c(=O)n(N)cnc12	-2	-11	-0.9	-7	-44	-22	7	11	-18	-0.3	13
CN(C)/C=C1\N=C(c2cccs2)OC1=O	5	-1	0.0	17	-13	18	-10	-4	4	-0.1	-10
COc1cc2c(cc1OC)CN(C(=O)c1sccc1C)CC2	2	-10	-0.1	-22	-13	-4	0	-5	-9	0.2	-1
CCOc1ccc(C(=O)NC(=S)Nc2ccc(N3CCC(C)CC3)cc2)cc1[N+](=O)[O-]	nt	-2	-4.7	10	-5	16	6	-1	-25	0.3	9
CC(=O)Nc1ccc(C(=O)NNC(=O)c2cccs2)cc1	1	16	10	-11	6	9	-10	1	0	-0.3	-3
CC(C)c1nc2ccc(NC(=O)C34CC5CC(CC(C5)C3)C4)cc2[nH]1	0	0	-1.1	-32	-49	-18	-22	-35	-78	0.2	5
O=C(CS(=O)(=O)c1c[nH]c2ccccc12)Nc1ccc(F)cc1	3	-11	-0.4	19	2	44	8	7	1	0.1	6
COc1ccc(/C=C/C(=O)N(Cc2ccccc2)c2ccccn2)cc1OC	-4	13	0.3	-11	10	19	5	11	5	-0.3	5
COc1cc(OC)c2c(-c3ccccc3)cc(C3CCCCC3)nc2c1	nt	20	-1.8	-18	-3	10	-4	-6	-17	0.0	-14
Cc1ccc(SCC(=O)NC(C)(C)C)cc1	6	-3	2.0	-49	-108	-71	-42	-1	-95	-0.1	-3
Cc1nn(Cc2ccccc2)c(C)c1N	1	0	-0.7	14	20	0	4	-11	-3	-0.2	4
O=C(N/N=C/c1cccc([N+](=O)[O-])c1)C1CC(=O)N(c2ccc(Br)cc2)C1 (stereo not drawn)	3	-8	1.5	-39	-14	2	4	-14	3	0.3	8
C(=N\N1CCN(C2c3ccccc3-c3ccccc32)CC1)/c1cccs1	0	-14	2.7	-6	5	12	-4	6	29	-0.5	17
Nc1nnc(N2CCCCC2)s1	2	13	-1.4	-13	-16	-19	10	-17	-10	-0.1	-8
CCC(CC)C(=O)N1CCN(Cc2ccc3c(c2)OCO3)CC1	-1	7	-0.6	-6	-8	0	-3	-2	-1	-0.4	0
CCOc1ccccc1NC(=O)NC1(C(=O)N2CCOCC2)CCCCC1	-1	-8	-1.4	-20	2	nt	2	-4	-1	0.1	6
COc1ccccc1Cn1[nH]nnc1=S	5	-11	-0.6	-50	16	2	9	7	5	-0.1	11
CCCCc1nc(NCCNC(=O)c2ccccc2)c(C#N)c2c1CSC(C)(C)C2	-1	3	3.0	13	22	29	7	20	24	0.5	3
CC(NC(=O)c1cccs1)C(S)c1ccccc1 (stereo not drawn)	-2	5	-0.2	-4	8	-3	-9	-7	-1	0.0	2

Whole records from above.
Profile of `COc1ccccc1Cn1[nH]nnc1=S` → NR2E3 ag-1 = 5; CF NFkB inh = -11; hiPSC survival = -0.6; NR2E3 ag-2 = -50; HIF-2a inh = 16; Shn3 3UTR inh = 2; TRPM1 prom inh = 9; TWEAK Fn14 block = 7; Peg3 prom inh = 5; aDG glyco up = -0.1; KKLEB tox = 11
Profile of `COc1ccc(/C=C/C(=O)N(Cc2ccccc2)c2ccccn2)cc1OC` → NR2E3 ag-1 = -4; CF NFkB inh = 13; hiPSC survival = 0.3; NR2E3 ag-2 = -11; HIF-2a inh = 10; Shn3 3UTR inh = 19; TRPM1 prom inh = 5; TWEAK Fn14 block = 11; Peg3 prom inh = 5; aDG glyco up = -0.3; KKLEB tox = 5

(continued)
SMILES	NR2E3 ag-1	CF NFkB inh	hiPSC survival	NR2E3 ag-2	HIF-2a inh	Shn3 3UTR inh	TRPM1 prom inh	TWEAK Fn14 block	Peg3 prom inh	aDG glyco up	KKLEB tox
O=S(=O)(NCc1csc(-c2cccs2)n1)c1ccc(Cl)cc1	3	-4	-0.4	-6	16	-11	4	11	-3	0.1	10
COc1ccccc1NC(=O)COC(=O)c1ccccn1	-2	3	-0.5	3	4	0	11	1	8	0.1	0
O=C(COc1cccc(F)c1)N[C@@H](Cc1ccccc1)c1nc2ccccc2[nH]1	2	-2	-1.7	0	16	6	15	3	25	0.3	-2
COc1ccc(OCCN2CCN(S(=O)(=O)c3ccccc3C(F)(F)F)CC2)cc1	1	9	-1.4	4	7	11	7	16	14	-0.2	0

Screens as filed in PubChem BioAssay.
